RBX1-CUL1 inh – blocks human RBX1-Cullin-1 di-ubiquitin formation. P62877+Q13616. in vitro K48 di-Ub FRET, acceptor:donor ratio, 45 min. inhibition, % at 10 µM. hit rate 0.6% among 140,000; in the data active = inhibition above about 25%
Numbers without * were called inactive. The list is partial; the hit share may differ from the screen's.

| No. | SMILES | RBX1-CUL1 inh |
| --- | --- | --- |
| 1 | CCC(=O)N1N=C(c2ccc(Cl)cc2Cl)CC1c1ccc(OC)cc1 (stereo not given) | 2 |
| 2 | Cc1ccccc1N1CCN(C(=O)c2cccc(OC(C)C)c2)CC1 | -1 |
| 3 | COC(=O)c1c(NC(=O)c2cccc(OC)c2)sc2c1CCC(C(C)(C)C)C2 (stereo not given) | 20 |
| 4 | COc1ccc(C)cc1NC(=O)N1CCC(CN2CCC(C)CC2)CC1 | -2 |
| 5 | CC(=O)N1CCC(C(=O)N2CCCC(CCc3c(F)cccc3F)C2)CC1 (stereo not given) | 8 |
| 6 | CCOC(=O)c1c(S(=O)(=O)N2CCN(c3cc(Cl)ccc3C)CC2)c(C)n(C)c1C | 2 |
| 7 | C=CCN1C(=O)/C(=C/c2cc(OC)c(OC)c(OC)c2)N(C)C1=S | 2 |
| 8 | CN(C)CCCn1c(=O)c2[nH]cnc2n(C)c1=O | -3 |
| 9 | COCCNC(=O)CCCn1c(SCC(=O)c2ccc(F)cc2)nc2c(sc3ccccc32)c1=O | 0 |
| 10 | N#Cc1ccc(-c2cccnc2)nc1SCC(=O)Nc1sc2c(c1C#N)CCC2 | 6 |
| 11 | C=C(C)CNC(=O)Cc1c2c(n(Cc3ccc(F)cc3)c1C)CCCC2=O | 3 |
| 12 | CCOC(=O)c1c(N=Cc2cc(Cc3ccccc3)cc([N+](=O)[O-])c2O)sc2c1CCCC2 | 1 |
| 13 | Cc1cc(C)cc(C(=O)N(NC(=O)OCc2ccccc2)C(C)(C)C)c1 | 6 |
| 14 | Cc1ccc2occ(CC(=O)Nc3ccc(Cl)c(C(F)(F)F)c3)c2c1 | 4 |
| 15 | O=C(c1ccccc1OC1CCN(Cc2ccccn2)CC1)N1CCCC(CO)C1 (stereo not given) | -2 |
| 16 | Cc1cc(C)c(S(=O)(=O)NCCCn2ccnc2)c(C)c1 | -6 |
| 17 | COC1=CC2NC(=O)NC(=O)C2C=C1OC (stereo not given) | -11 |
| 18 | CCOC(=O)CNC(=O)NC1CC(=O)N(CC(C)(C)C)C1 (stereo not given) | -7 |
| 19 | COc1ccc(Cl)cc1NC(=O)c1noc2c1CCc1ccccc1-2 | -1 |
| 20 | CCCC1=NN(c2ccccc2)C(=O)C1C1c2ccccc2Oc2c1c(CCC)nn2-c1ccccc1 (stereo not given) | -9 |
| 21 | CCc1ccc(NC(=O)C2CC(=O)NC(N3CCN(C)CC3)=N2)cc1 (stereo not given) | 4 |
| 22 | CNC(=O)c1ccccc1NC(=O)c1ccc(Br)o1 | -1 |
| 23 | Clc1ccc(CNc2ncn[nH]2)cc1Cl | 7 |
| 24 | CC1(C)OCC(C2OC(=O)C(=O)C2O)O1 (stereo not given) | 4 |
| 25 | CN(c1ccccc1C(=O)N1CCN(c2ccccc2)CC1)S(C)(=O)=O | -2 |

Quoted at random: two entries already listed, in no set order.
| No. | SMILES | RBX1-CUL1 inh |
| --- | --- | --- |
| 15 | O=C(c1ccccc1OC1CCN(Cc2ccccn2)CC1)N1CCCC(CO)C1 (stereo not given) | -2 |
| 24 | CC1(C)OCC(C2OC(=O)C(=O)C2O)O1 (stereo not given) | 4 |

Following part:
| No. | SMILES | RBX1-CUL1 inh |
| --- | --- | --- |
| 26 | Cc1ccc(S(=O)(=O)N2CCOCC2)c(C)c1NS(C)(=O)=O | 1 |
| 27 | C=CCSc1nc2sc3c(c2c(=O)n1-c1ccccc1)CCCCC3 | -1 |
| 28 | O=C1NC(=Nc2cccc(N=C3NC(=O)/C(=C/c4ccccc4Cl)S3)c2)S/C1=C\c1ccccc1Cl | -6 |
| 29 | O=C(Nc1ccc(Br)cc1)c1ccc(N2CCOCC2)cc1 | 8 |
| 30 | O=C(O)c1ccc(OC(=O)C2CCCC2)cc1 | -2 |
| 31 | CSCCCNC(=O)c1sc2ncnc(N3CCCCCCC3)c2c1C | 5 |
| 32 | O=C(O)c1ccc(C2Nc3ccc(Cl)cc3C3OCCC23)cc1 (stereo not given) | -14 |
| 33 | Cc1c(Cl)cccc1NC(=O)CN1C(=O)CSc2ccc(S(=O)(=O)N3CCCC3)cc21 | -15 |
| 34 | Cc1ccc(-n2c(C)cn3c4c(=O)n(C)c(=O)n(C)c4nc23)cc1 | -6 |
| 35 | Nn1c(SCC(=O)Nc2ccc3c(c2)OCCO3)nnc1C(F)(F)F | 12 |
| 36 | Cc1c(CC(=O)NCC(C)O)c2c(n1C1CCCCC1)CC(C)(C)CC2=O (stereo not given) | 2 |
| 37 | Cc1cccc(C(=O)NC(NC(C)C)C(Cl)(Cl)Cl)c1 (stereo not given) | 3 |
| 38 | COc1ccc(N2CCN(C(=O)c3cn(CC(C)C)c(=O)c4c3c3ccccc3n4C)CC2)cc1 | 6 |
| 39 | COc1cc(-c2[nH]ncc2CN(Cc2nccn2C)C(C)C)cc(OC)c1OC | 6 |
| 40 | COc1ccc2nc(N(Cc3cccnc3)C(=O)c3ccco3)sc2c1 | 0 |
| 41 | Cc1cccc(NC(c2cccc(F)c2)c2ccc3ccc(C)nc3c2O)n1 (stereo not given) | -3 |
| 42 | OCC1CCCCN1Cc1cn(Cc2ccccc2)nc1-c1ccc2c(c1)OCO2 (stereo not given) | -7 |
| 43 | O=C(O)CS(=O)(=O)c1ccc(F)cc1 | 0 |
| 44 | COC(=O)c1sc(S(=O)(=O)N2CCN(c3ccccc3OC)CC2)c(C(=O)OC)c1C | -1 |
| 45 | COc1ccc(N2CC(NC(=O)C3CCCC3)CC2=O)cc1 (stereo not given) | 2 |
| 46 | COCc1noc(-c2ccc(N(C)CCC3CCOCC3)nc2)n1 | 8 |
| 47 | Cc1ccccc1OCC(=O)Nc1ccc2nc(SCC(=O)N3CCOCC3)sc2c1 | 1 |
| 48 | COc1cccc(CN(C)Cc2nc(-c3cccs3)no2)c1 | 2 |
| 49 | Cc1ccc(-c2cc3c(n2-c2ccc(C)cc2)CC(C)(C)CC3=O)cc1 | -1 |
| 50 | CC1CN(C(=O)C2C3CCC(O3)C2C(=O)O)CC(C)O1 (stereo not given) | 5 |
| 51 | Cc1nc(N(C)C2CCCCC2)ncc1C(C)NCc1ccc2nonc2c1 (stereo not given) | -7 |
| 52 | Cc1ccc(NC(=O)Cn2cnc3sc(C(=O)OC(C)C)c(C)c3c2=O)c(C)c1 | -2 |
| 53 | COc1ccc(CC(=O)Nc2ccc3nc(N4CCCCC4)cc(C)c3c2)cc1 | 5 |
| 54 | Cc1cccc(NC2=NC3(N=C(N)N2)C(=O)N(C)c2ccccc23)c1C (stereo not given) | -13 |
| 55 | COc1ccc(CCNC(=O)CCc2c(C)c3cc4c(C)c(C)oc4cc3oc2=O)cc1 | 0 |
| 56 | CCOC(=O)c1c(-c2ccc(F)cc2)csc1NC(=O)CSc1nc2ccccc2c(=O)n1-c1ccccc1 | 4 |
| 57 | CC(=O)c1cc2c3c(c1)C1C=CCC1C(c1ccc([N+](=O)[O-])cc1)N3CC1CC=CC21 (stereo not given) | -2 |
| 58 | Cc1ccc(NC(=O)C(Cc2ccccc2)N2Cc3ccccc3C2=O)cc1Cl (stereo not given) | -5 |

Gathered by group: the entries above containing an aryl methoxy group.
| No. | SMILES | RBX1-CUL1 inh |
| --- | --- | --- |
| 1 | CCC(=O)N1N=C(c2ccc(Cl)cc2Cl)CC1c1ccc(OC)cc1 (stereo not given) | 2 |
| 3 | COC(=O)c1c(NC(=O)c2cccc(OC)c2)sc2c1CCC(C(C)(C)C)C2 (stereo not given) | 20 |
| 4 | COc1ccc(C)cc1NC(=O)N1CCC(CN2CCC(C)CC2)CC1 | -2 |
| 7 | C=CCN1C(=O)/C(=C/c2cc(OC)c(OC)c(OC)c2)N(C)C1=S | 2 |
| 19 | COc1ccc(Cl)cc1NC(=O)c1noc2c1CCc1ccccc1-2 | -1 |
| 38 | COc1ccc(N2CCN(C(=O)c3cn(CC(C)C)c(=O)c4c3c3ccccc3n4C)CC2)cc1 | 6 |
| 39 | COc1cc(-c2[nH]ncc2CN(Cc2nccn2C)C(C)C)cc(OC)c1OC | 6 |
| 40 | COc1ccc2nc(N(Cc3cccnc3)C(=O)c3ccco3)sc2c1 | 0 |
| 44 | COC(=O)c1sc(S(=O)(=O)N2CCN(c3ccccc3OC)CC2)c(C(=O)OC)c1C | -1 |
| 45 | COc1ccc(N2CC(NC(=O)C3CCCC3)CC2=O)cc1 (stereo not given) | 2 |
| 48 | COc1cccc(CN(C)Cc2nc(-c3cccs3)no2)c1 | 2 |
| 53 | COc1ccc(CC(=O)Nc2ccc3nc(N4CCCCC4)cc(C)c3c2)cc1 | 5 |
| 55 | COc1ccc(CCNC(=O)CCc2c(C)c3cc4c(C)c(C)oc4cc3oc2=O)cc1 | 0 |

Assay outcomes: PubChem, Icahn School of Medicine at Mount Sinai
